dFosB act = mouse delta FosB homodimer activation; P13346; purified delta FosB, TAMRA-CDK5 oligo fluorescence polarization; percent of positive-control signal above neutral wells; activation, % at 25 µM; 340,000 compounds, 0.99% hits; AID 493131;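 active = mean activation above about 17%, with every replicate also reaching it, limit read from the data, passing the limit was not always enough; inconclusive = only one of the two conditions met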;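 also: fluorescence polarization rise as delta FosB binds a TAMRA Cdk5 AP-1 oligo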
Target sequence (P13346 whole entry, looked up): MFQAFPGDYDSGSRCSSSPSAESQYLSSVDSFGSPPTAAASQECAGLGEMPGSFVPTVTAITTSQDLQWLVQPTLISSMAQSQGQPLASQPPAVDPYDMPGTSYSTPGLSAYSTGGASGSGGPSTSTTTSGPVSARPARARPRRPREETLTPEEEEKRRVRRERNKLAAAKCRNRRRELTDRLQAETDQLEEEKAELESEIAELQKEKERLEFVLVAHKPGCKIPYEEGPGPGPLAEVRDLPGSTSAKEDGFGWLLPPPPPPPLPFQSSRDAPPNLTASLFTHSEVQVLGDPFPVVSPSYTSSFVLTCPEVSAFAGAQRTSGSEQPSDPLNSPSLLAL
Rtt109 Vps75 = blocks Candida albicans Rtt109/Vps75 acetyltransferase activity; inhibition, % at 34.9 µM; Q5AAJ8; AID 540336; 330,000 compounds, 0.16% hits; purified Rtt109/Vps75, ThioGlo CoA-SH fluorescence, 4 h;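 active = inhibition of at least 50% in every replicate; inconclusive = best replicate reaches 50% inhibition but some replicates fall short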
Target sequence (Q5AAJ8 whole entry, looked up): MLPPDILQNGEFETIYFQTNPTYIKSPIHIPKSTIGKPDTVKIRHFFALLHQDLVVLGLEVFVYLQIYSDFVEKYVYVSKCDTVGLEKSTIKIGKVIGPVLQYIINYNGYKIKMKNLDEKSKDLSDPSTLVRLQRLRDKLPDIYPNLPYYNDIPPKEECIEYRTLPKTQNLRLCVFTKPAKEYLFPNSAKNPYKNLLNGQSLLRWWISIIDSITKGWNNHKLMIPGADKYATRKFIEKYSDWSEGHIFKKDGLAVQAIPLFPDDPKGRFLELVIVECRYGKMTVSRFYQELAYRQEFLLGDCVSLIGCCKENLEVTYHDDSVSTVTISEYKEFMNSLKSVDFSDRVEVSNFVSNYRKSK
CAL PDZ FP-1 = inhibitors of human CAL PDZ peptide binding | AID 602252 | purified CAL PDZ, TMR-peptide fluorescence polarization, 1 h | Q9HD26 | inhibition, % at 24.9 µM | 300,000 compounds, 0.92% hits;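 active = mean inhibition of at least 30% with at least half of replicates also reaching 30%; inconclusive = no clear call, values can overlap the other calls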;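 also: 0% = DMSO neutral control and 100% = excess unlabeled competitor peptide PRC23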
CAL PDZ FP-2 = inhibitors of human CAL PDZ peptide binding. purified CAL PDZ, TMR-peptide fluorescence polarization, 1 h. inhibition, % at 20 µM. 330,000 compounds, 0.02% hits. AID 504414;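 active = highest replicate inhibition of at least 40%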;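 also: plate controls were DMSO neutral control wells for no effect and unlabeled competitor peptide control wells for full effect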
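Control set: unlabelled peptide and DMSO controls / Material: purified CerCALP PDZ construct / Timing: 1 h incubation at room temperature before polarization reading / Doses: 20 µM, one dose / Detection: fluorescence polarization (mP)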
V-ATPase pH = alters yeast V-ATPase proton transport. S. cerevisiae, pHLuorin cytosolic pH fluorescence. response, % at 10 µM. 350,000 compounds, 0.37% hits; in the data active = response mostly above about 7.3%, no sharp cut-off; inactive = mostly below about 5.4%; also: actives read high; inactives centre near 0; some compounds called inactive have numbers as strong as hits
CDK5 inh = CDK5/p35 (human) kinase inhibition; Q00535+Q15078; Recombinant CDK5/p35, ADP-Glo luminescence, 60 min; inhibition, % at 10 µM; 330,000 compounds, 0.01% hits; AID 488839;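 active = highest replicate inhibition of at least 50% and at least 75% of replicates reaching 50%; inconclusive = only one of the two criteria met; inactive = both criteria failed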;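 also: plate controls were DMSO neutral control for no effect and GW8510 at 10 µM for full effect; many of its hits are not listed in these tables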
RTF Ca sens act = cardiac RTF calcium sensitization; P19429+P45379; IANBD-labeled TnC RTF fluorescence at EC20 calcium; 0% EC20 calcium, 100% full calcium; activation, % at 7.2 µM; 340,000 compounds, 0.24% hits; AID 493008;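 active = activation above the mean over all tested compounds plus 3 SD, cut at about 30% in these data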;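 also: rise in fluorescence read as greater calcium sensitivity of cardiac thin filaments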
Tat transport = E. coli Tat transport inhibition. E. coli MC4100 TorA-mCherry Tat export, fluorescence. inhibition, % at 10 µM. 340,000 compounds, 0.036% hits. AID 488895;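 active = mean replicate inhibition at least 50% and at least half of replicates individually reaching 50%; inconclusive = only one of the two criteria met; inactive = neither criterion met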;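 also: exported cargo escapes ClpAP degradation while cytoplasmic cargo is degraded and loses fluorescence; 0% = median of neutral control wells and 100% = median of NaSCN control wells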
Wnt act = activators of Wnt/beta-catenin signaling | Wnt/beta-catenin reporter cell assay, activator, plate reader | activation, % at 9.35 µM | 300,000 compounds, 1.2% hits | AID 743398; in the data active = activation above about 30%, passing the limit was not always enough; inconclusive = no clear call, values can overlap the other calls;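 also: 0% = neutral control wells and 100% = positive control wells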
MITF TRPM1 HTS = MITF TRPM1 promoter activation in melanoma cells | SK-MEL-5 TRPM1-promoter luciferase, 24 h; % of positive control, neutral wells = 0 | activation, % at 12.5 µM | 300,000 compounds, 0.75% hits;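 active = mean activation of at least 80% with every replicate also reaching 80%; inconclusive = mean reaches 80% but some replicate falls short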;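 also: 0% = neutral control wells and 100% = parthenolide positive control wells; values of inactives mirror those of a sister screen read the other way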
Starred values were filed as active, the others as inactive.

`CCOC(=O)C1CCN(CC(=O)Nc2c(C(=O)OC)[nH]c3cccc(C)c23)CC1` gave dFosB act -5.2, Rtt109 Vps75 4.7, CAL PDZ FP-1 -4.1, CAL PDZ FP-2 -2.2, V-ATPase pH -2.1, CDK5 inh 0.1, RTF Ca sens act -0.1, Tat transport 2.6, Wnt act -1.0 and MITF TRPM1 HTS -0.2.
For CCc1cccc(C)c1N(C(=O)Cn1c(=O)[nH]c2ccccc21)C(C)COC (stereo unspecified) the results were dFosB act -5.7, Rtt109 Vps75 1.1, CAL PDZ FP-1 -1.9, CAL PDZ FP-2 -0.8, V-ATPase pH 5.5, CDK5 inh 0.1, RTF Ca sens act 2.1, Tat transport -3.1, Wnt act 3.5 and MITF TRPM1 HTS 4.6.
For CCN(C(=O)COC(=O)c1cc(-c2ccccc2)nn1-c1ccccc1)C1CCS(=O)(=O)C1 (stereo unspecified) the results were dFosB act 0.2, Rtt109 Vps75 -6.2, CAL PDZ FP-1 -1.5, CAL PDZ FP-2 -1.0, V-ATPase pH -1.1, CDK5 inh -5.4, RTF Ca sens act 9.2, Tat transport 29.2, Wnt act 0.3 and MITF TRPM1 HTS -2.8.
Screening COCc1ccc(-c2c(-c3ccc(OC)cc3)oc(=O)c3cc(OC)c(OC)cc23)cc1 returned dFosB act 9.6, Rtt109 Vps75 0.5, CAL PDZ FP-1 -2.5, CAL PDZ FP-2 -0.3, V-ATPase pH -0.3, CDK5 inh -0.1, RTF Ca sens act -5.5, Tat transport 3.9, Wnt act 27.7 and MITF TRPM1 HTS 110.9*.
CCC1Nc2ncnc(N3CCOCC3)c2N(Cc2ccc(OC)cc2)C1=O (stereo unspecified) was read as dFosB act 2.4, Rtt109 Vps75 -2.9, CAL PDZ FP-1 -1.1, CAL PDZ FP-2 0.6, V-ATPase pH 0.3, CDK5 inh 0.5, RTF Ca sens act 2.9, Tat transport -0.4, Wnt act -1.7 and MITF TRPM1 HTS -2.4.
`CC(C)n1cc(CN2CCCC(C(=O)Nc3ccccc3Oc3cccnc3)C2)cn1` (stereo unspecified) gave dFosB act 2.7, Rtt109 Vps75 -12.5, CAL PDZ FP-1 -2.3, CAL PDZ FP-2 -0.3, V-ATPase pH 0.6, CDK5 inh -0.1, RTF Ca sens act 6.7, Tat transport 6.8, Wnt act 0.0 and MITF TRPM1 HTS -2.9.
For CCOC(=O)N1CCC(N2Cc3cccc(C(=O)N4CCN(c5cccc(C)c5C)CC4)c3C2=O)CC1 the results were dFosB act -8.3, Rtt109 Vps75 6.8, CAL PDZ FP-1 -2.2, CAL PDZ FP-2 -0.6, V-ATPase pH -4.2, CDK5 inh -0.7, RTF Ca sens act 5.0, Tat transport 0.8, Wnt act -0.4 and MITF TRPM1 HTS 5.5.
`CCCCOC(=O)Nc1ccc(S(=O)(=O)Nc2ccc([N+](=O)[O-])cc2)cc1` gave dFosB act -2.3, Rtt109 Vps75 -1.2, CAL PDZ FP-1 -3.2, CAL PDZ FP-2 -2.2, V-ATPase pH -1.2, CDK5 inh 2.6, RTF Ca sens act -2.7, Tat transport -1.3, Wnt act -0.4 and MITF TRPM1 HTS -7.3.
COc1cc(OC)c(C2=NOC(C(=O)Nc3cc(C)nn3-c3ccccc3)C2)cc1Cl (stereo unspecified) was read as dFosB act -9.2, Rtt109 Vps75 2.5, CAL PDZ FP-1 -3.6, CAL PDZ FP-2 -2.0, V-ATPase pH -0.9, CDK5 inh -0.1, RTF Ca sens act -3.1, Tat transport -2.0, Wnt act 0.1 and MITF TRPM1 HTS 14.9.
For CSc1nnc(-c2ccccc2)n1N the results were dFosB act 6.8, Rtt109 Vps75 -8.3, CAL PDZ FP-1 1.0, CAL PDZ FP-2 0.9, V-ATPase pH -0.8, CDK5 inh -0.8, RTF Ca sens act 0.0, Tat transport -5.7, Wnt act -0.6 and MITF TRPM1 HTS 2.7.
`COc1cccc2cc(C(=O)NNC(=O)c3ccc(Br)cc3)c(=O)oc12` gave dFosB act inconclusive, Rtt109 Vps75 -0.3, CAL PDZ FP-2 0.0, V-ATPase pH -1.4, CDK5 inh -0.2, RTF Ca sens act 4.3, Tat transport -7.4, Wnt act -0.6 and MITF TRPM1 HTS 5.8.
`COc1ccc(C2=NNC(c3cccs3)=Nc3ccc(OC)cc32)cc1` gave dFosB act -17.9, Rtt109 Vps75 2.0, CAL PDZ FP-1 -1.6, CAL PDZ FP-2 -0.1, V-ATPase pH -2.2, CDK5 inh -2.2, RTF Ca sens act 3.5, Tat transport 1.7 and MITF TRPM1 HTS -0.2.
COc1ccc2[nH]c3c(c2c1)CCN1C(=O)C(CC(=O)NCc2ccco2)C[C@H](C(=O)N2CCCCC2)[C@@]31CCc1ccccc1 (stereo partly specified) was read as dFosB act 0.6, Rtt109 Vps75 -2.3, CAL PDZ FP-1 -0.5, CAL PDZ FP-2 -0.7, V-ATPase pH -0.7, CDK5 inh 5.7, RTF Ca sens act -0.1, Tat transport -3.4, Wnt act -1.2 and MITF TRPM1 HTS -9.4.
`CCOC(=O)c1sc2ccc(S(=O)(=O)N3CCOCC3)cc2c1N` gave dFosB act -5.9, Rtt109 Vps75 4.0, CAL PDZ FP-1 4.2, CAL PDZ FP-2 -1.6, V-ATPase pH 6.4, CDK5 inh -2.1, RTF Ca sens act -4.4, Tat transport 1.8 and MITF TRPM1 HTS 3.2.
`Cc1ccc(C2(C)NC(=O)N(CCOc3ccccc3)C2=O)cc1` (stereo unspecified) gave dFosB act -5.7, Rtt109 Vps75 -3.5, CAL PDZ FP-1 -2.3, CAL PDZ FP-2 -0.4, V-ATPase pH 1.6, CDK5 inh -0.3, RTF Ca sens act -4.3, Tat transport 19.9 and MITF TRPM1 HTS 6.4.
`Cc1ccc(-c2csc3nc4cc(C(=O)NC5CCC(O)CC5)ccc4c(=O)n23)cc1` (stereo unspecified) gave dFosB act -9.7, Rtt109 Vps75 -11.4, CAL PDZ FP-1 -19.0, CAL PDZ FP-2 -0.9, V-ATPase pH -3.4, CDK5 inh -0.4, RTF Ca sens act -3.6, Tat transport -3.2, Wnt act -1.0 and MITF TRPM1 HTS -4.0.
`CC(C)C[C@]1(c2ccccc2)ON(c2ccccc2C(F)(F)F)C1=O` gave dFosB act 6.3, Rtt109 Vps75 -1.8, CAL PDZ FP-1 -2.1, CAL PDZ FP-2 -0.6, V-ATPase pH 4.6, CDK5 inh 1.7, RTF Ca sens act -11.7, Tat transport 0.9, Wnt act -3.3 and MITF TRPM1 HTS -2.0.
For COc1ccc(CN2CN=C(Nc3nc4ccccc4s3)NC2)cc1 the results were dFosB act -6.8, Rtt109 Vps75 -6.3, CAL PDZ FP-2 -0.7, V-ATPase pH 1.4, CDK5 inh -0.3, RTF Ca sens act -4.7, Tat transport -7.5, Wnt act -3.0 and MITF TRPM1 HTS -19.2.
CC(C)(CO)N=C1NS(=O)(=O)c2cc([N+](=O)[O-])ccc21 was read as dFosB act 2.2, Rtt109 Vps75 10.3, CAL PDZ FP-1 -1.5, CAL PDZ FP-2 -0.7, V-ATPase pH -2.3, CDK5 inh 0.9, RTF Ca sens act -5.4, Tat transport -8.1, Wnt act -1.1 and MITF TRPM1 HTS -20.8.
CCCS(=O)(=O)N1CCC(C(=O)NCCCN(C)Cc2ccccc2)CC1 was read as dFosB act 2.7, Rtt109 Vps75 26.8, CAL PDZ FP-1 -2.2, CAL PDZ FP-2 -0.1, V-ATPase pH -1.9, CDK5 inh 0.3, RTF Ca sens act 3.1, Tat transport 4.6 and MITF TRPM1 HTS -9.3.
Screening C(=C\c1nc(N2CCCCCC2)c2ccccc2n1)/c1ccccc1 returned dFosB act -10.6, Rtt109 Vps75 -1.4, CAL PDZ FP-2 -2.1, V-ATPase pH 0.4, CDK5 inh -0.5, RTF Ca sens act -16.8, Tat transport 6.0, Wnt act -21.1 and MITF TRPM1 HTS 9.5.
Screening COc1cc(C2N(c3ccccc3)CCN2c2ccccc2)cc(OC)c1OC returned dFosB act 7.0, CAL PDZ FP-1 -1.4, CAL PDZ FP-2 -1.1, V-ATPase pH 2.1, CDK5 inh -0.8, RTF Ca sens act -1.9 and Tat transport 2.5.
CCCc1nnc(NC(=O)CS(=O)(=O)c2ccccc2)s1 was read as dFosB act -4.5, Rtt109 Vps75 -7.4, CAL PDZ FP-1 -0.2, CAL PDZ FP-2 -2.1, V-ATPase pH 0.0, CDK5 inh -0.2, RTF Ca sens act 3.5, Tat transport -1.5, Wnt act 1.2 and MITF TRPM1 HTS 1.6.
For CCc1cccc(C)c1NC(=O)C1CC(=O)N(C2CCCC2)C1 (stereo unspecified) the results were dFosB act 2.1, Rtt109 Vps75 12.0, CAL PDZ FP-1 -4.6, CAL PDZ FP-2 0.2, V-ATPase pH 3.2, CDK5 inh -0.7, RTF Ca sens act 0.1, Tat transport -0.9, Wnt act 0.3 and MITF TRPM1 HTS 5.3.
For O=C(CCc1ccc(S(=O)(=O)NC2CCCCC2)cc1)NCc1ccc(Cl)cc1 the results were dFosB act -6.8, Rtt109 Vps75 -5.6, CAL PDZ FP-1 1.2, CAL PDZ FP-2 -1.1, V-ATPase pH -4.5, CDK5 inh 0.3, RTF Ca sens act -2.1, Tat transport -5.5 and MITF TRPM1 HTS 2.2.
Screening c1ccc(NC2=NCCN2CCC2CCCCC2)cc1 returned dFosB act 0.8, Rtt109 Vps75 -2.3, CAL PDZ FP-1 -4.8, CAL PDZ FP-2 0.5, V-ATPase pH -2.2, CDK5 inh 2.6, RTF Ca sens act -2.8, Tat transport -1.6, Wnt act -5.0 and MITF TRPM1 HTS 0.3.
`C[C@H](CO)N1C[C@H](C)[C@@H](CN(C)S(C)(=O)=O)Oc2ccc(NC(=O)CCC(F)(F)F)cc2C1=O` gave dFosB act 1.5, Rtt109 Vps75 12.6, CAL PDZ FP-1 -3.5, CAL PDZ FP-2 -0.9, V-ATPase pH 2.7, CDK5 inh -0.2, RTF Ca sens act -2.9, Tat transport -0.9, Wnt act -1.1 and MITF TRPM1 HTS -6.0.
C=CC[N+](C)(C)c1ccc(CCC(=O)CCc2ccc([N+](C)(C)CC=C)cc2)cc1 was read as dFosB act 3.2, Rtt109 Vps75 -5.9, CAL PDZ FP-1 -4.1, CAL PDZ FP-2 -0.5, V-ATPase pH -8.2, CDK5 inh -0.5, RTF Ca sens act 0.9, Tat transport -2.5, Wnt act -1.8 and MITF TRPM1 HTS -14.7.
Screening Cc1noc(NS(=O)(=O)c2ccc(N/C=C/C(=O)c3ccc4c(c3)OCO4)cc2)c1C returned dFosB act 9.4, CAL PDZ FP-1 0.2, CAL PDZ FP-2 -3.8, V-ATPase pH 0.4, CDK5 inh -0.7, RTF Ca sens act -2.3, Tat transport -5.9 and Wnt act -0.2.
`Cc1ccccc1-n1nc(C)c2cc(C(=O)NCc3cccnc3)sc21` gave dFosB act -9.4, Rtt109 Vps75 8.1, CAL PDZ FP-2 -1.3, V-ATPase pH -0.8, CDK5 inh 3.4, RTF Ca sens act -2.2, Tat transport -2.2 and MITF TRPM1 HTS -15.5.
